Compound activity as filed in PubChem BioAssay.
TNF necrop inh = blocks TNF-alpha induced death of Jurkat FADD-/- cells; Jurkat FADD-/- TNF necroptosis rescue, ATP luminescence, 24 h; 0 = TNF only, 100 = no-TNF cells; activation (protection from cell death), % at 10 µM; hit rate 0.068% among 220,000;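 active = activation, meaning protection from cell death, of at least 50% relative to plate controls; inactive = activation below 50%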;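 note: necroptosis triggered by 40 ng/mL TNF-alpha added together with compound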
Mdm2 ligase inh = blocks human Mdm2 ubiquitin ligase activity; signal enhancement, % at 5 µM; Q00987; cell-based MDM2 ubiquitination luciferase reporter, 2 h; 0 = plate control, 100 = twice control, blank-subtracted; hit rate 0.11% among 210,000;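 active = signal enhancement of 30% or more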;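 note: luminescence tracks abundance of the self-degrading MDM2-luciferase fusion protein; higher signal means inhibition of MDM2 E3 ligase activity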
Target sequence (Q00987 whole entry, looked up, the tested form may be a part): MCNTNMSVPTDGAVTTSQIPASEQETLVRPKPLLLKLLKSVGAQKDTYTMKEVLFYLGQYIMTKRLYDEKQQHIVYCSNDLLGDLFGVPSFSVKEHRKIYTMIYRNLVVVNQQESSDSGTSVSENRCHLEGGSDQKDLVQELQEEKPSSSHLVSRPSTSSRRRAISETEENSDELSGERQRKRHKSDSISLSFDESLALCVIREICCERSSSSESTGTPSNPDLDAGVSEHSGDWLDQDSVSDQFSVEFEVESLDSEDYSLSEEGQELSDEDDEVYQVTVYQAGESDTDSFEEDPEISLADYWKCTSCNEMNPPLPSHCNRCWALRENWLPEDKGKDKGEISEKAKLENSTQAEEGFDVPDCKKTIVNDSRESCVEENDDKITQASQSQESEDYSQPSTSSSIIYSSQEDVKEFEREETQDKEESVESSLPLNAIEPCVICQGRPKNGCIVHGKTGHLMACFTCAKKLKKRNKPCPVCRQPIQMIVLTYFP
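Material: stable MDM2–luciferase fusion reporter cells / Quantity: 2000 cells/well / Dosing: single 5 µM compound dose, 0.2% final DMSO / Buffer or medium: DMEM / Schedule: 4 h cell settling then 2 h compound exposure, 37 °C / Detection: luminescence with SteadyLite reagent, 15 min at room temperature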
zVAD death inh = blocks zVAD induced death of L929 cells. L929 zVAD necroptosis rescue, ATP luminescence, 24 h; with zVAD 60 µM. viability rescue, % at 10 µM. hit rate 0.38% among 220,000. AID 1377;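 active = activation, scaled between plate controls, above about 75%, limit read from the data; inactive = activation under that limit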;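 note: 0% = zVAD with DMSO and 100% = DMSO alone without zVAD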
Rad51 HR inh = blocks human Rad51 in homologous recombination | Q06609 | hRad51 DNA strand exchange, fluorescence dequenching | inhibition, % at 10 µM | hit rate 0.085% among 200,000 | AID 1385;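 active = inhibition above 40% at the single screening dose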;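 note: 0% = DMSO control wells and 100% = blanks with heterologous ssDNA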
Target sequence (Q06609 whole entry, looked up): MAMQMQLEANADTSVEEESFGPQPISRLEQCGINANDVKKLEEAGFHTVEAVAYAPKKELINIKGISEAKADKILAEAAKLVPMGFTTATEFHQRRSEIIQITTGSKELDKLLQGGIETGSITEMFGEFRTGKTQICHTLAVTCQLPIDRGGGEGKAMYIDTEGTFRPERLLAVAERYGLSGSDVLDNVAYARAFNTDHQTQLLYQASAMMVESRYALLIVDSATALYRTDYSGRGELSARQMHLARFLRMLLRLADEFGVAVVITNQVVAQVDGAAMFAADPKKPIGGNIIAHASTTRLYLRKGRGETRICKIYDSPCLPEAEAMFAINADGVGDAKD
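Test system – preformed human Rad51 ssDNA filaments · Reagent – Donor/quencher-labelled 47-bp dsDNA substrate · Incubation – 37 °C 15-min filament assembly, 30-min compound preincubation, 15-min exchange · Signal – FRET fluorescence dequenching, excitation 485 nm, emission 520 nm · Read-out – percent inhibition from fluorescence, normalised to plate control and blank means · Benchmarks – plate control and blank wells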
KCC2 mod = KCC2 (human) Cl- transport modulation; hit rate 2.2% among 190,000; Q9H2X9; KCC2 cells, thallium flux FluoZin-2 fluorescence; B-score of Tl+ flux slope (higher = more flux/activation; lower = inhibition) at 10 µM;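 active = thallium flux slope and its plate-corrected score both differing from the plate sample mean at a set confidence after two filtering rounds, in either direction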;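 note: slope of fluorescence scaled to starting intensity during 10 to 20 s after thallium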
m-calpain inh = inhibitors of pig calpain II. purified calpain II, fluorogenic peptide substrate, 30 min. inhibition, % at 16 µM. AID 1236. hit rate 0.37% among 220,000;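 active = inhibition above about 50%, limit read from the data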
EBV gp42 inh = blocks Epstein-Barr virus glycoprotein 42 binding; Fluorescence polarization binding assay, mP read-out; inhibition, % (tested at 21.74 µM); hit rate 0.42% among 220,000; in the data active = inhibition above about 50%
Target sequence (Q1HVG2 whole entry, looked up): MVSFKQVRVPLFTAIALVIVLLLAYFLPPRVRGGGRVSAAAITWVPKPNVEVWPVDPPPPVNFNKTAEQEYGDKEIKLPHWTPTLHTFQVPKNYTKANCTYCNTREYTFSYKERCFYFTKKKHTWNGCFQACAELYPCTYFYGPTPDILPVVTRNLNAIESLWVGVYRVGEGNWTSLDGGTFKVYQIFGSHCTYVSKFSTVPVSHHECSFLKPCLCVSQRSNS
eIF4E-4G inh = inhibitors of eIF4E and eIF4G interaction in translation initiation; TR-FRET eIF4E-eIF4GI(517-606) binding, 2 h; AID 782; hit rate 0.37% among 220,000; inhibition, % at 21.7 µM; P63073+Q04637;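 active = inhibition above about 30%, limit read from the data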;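 note: 0% = full FRET control wells and 100% = background wells lacking eIF4GI fragment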
PERK inhibitor = blocks human PERK kinase | hit rate 0.17% among 220,000 | Q9NZJ5 | CHO PERK-DD fusion, SEAP luminescence translation reporter | inhibition, % at 5.6 µM;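 active = inhibition above the mean inhibition of all tested compounds plus 3 SD, set separately per screening campaign, cut at about 2.9% in these data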;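 note: PERK kinase domain activated by AP20187 dimerizer at 100 nM; 0% = DMSO with dimerizer and 100% = rapamycin at 8.4 µM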
Numbers without * were called inactive; i = inactive; · = not tested or not shown; & = joins results of further samples; [ ] = dose if it differs, or a comment.

SMILES	TNF necrop inh	Mdm2 ligase inh	zVAD death inh	Rad51 HR inh	KCC2 mod	m-calpain inh	EBV gp42 inh	eIF4E-4G inh	PERK inhibitor
COc1cc(NC(=O)CCC(=O)OCCCC(F)(F)C(F)(F)F)nc(OC)n1	1.6	-4	-0.1	4	0.45	9	-20	1	0.9
CCOC(=O)Nc1nnc(/C=C/c2ccc(OC)cc2)s1	1.0	-20	1.8	4	-0.33	-28	-8	7	-0.1
CCOC(=O)c1c(C)oc2c1c1c(c3ccccc32)OCN(Cc2cccnc2)C1	-3.8	-9	0.6	-10	·	-25	12	4[fluorescence artefact?]	-1.2
Oc1ccc(-c2n[nH]c(=S)n2Cc2ccco2)cc1	-0.3	-22	0.4	8	1.4	1	0	2	0.9
O=C(CN1C(=O)CCC1=O)NC(=O)NC1CCCC1	1.1	-14	-0.2	-5	0.0011	20	-2	-6	1.3
C=CCNC(=S)N/N=C(\C)c1cccnc1	0.0	-1	-0.4	18	0.15	-8	1	1	0.6
NC(=O)CSc1cn(Cc2ccccc2)c2ccccc12	-0.6	-4	-1.3	1	0.65	-8	-10	-1	1.6
O=C(CCNS(=O)(=O)c1cccc2nsnc12)NC1CCCc2ccccc21 (configuration not stated)	0.4	-4	-1.1	-1	-2	-35	-13	-6	-1.0
OCC1(Cc2ccccc2)CCN(Cc2ccc(-c3ccco3)cc2)CC1	3.6	8	-0.8	-2	1.5	-54	-9	-6	-0.3
Cc1occc1C(=O)Nc1ccc2ccccc2c1	-1.3	-35	3.6	-3	-1.5	5	2	4	0.1

Of the compounds above, these contain an aryl methoxy group.
SMILES	TNF necrop inh	Mdm2 ligase inh	zVAD death inh	Rad51 HR inh	KCC2 mod	m-calpain inh	EBV gp42 inh	eIF4E-4G inh	PERK inhibitor
COc1cc(NC(=O)CCC(=O)OCCCC(F)(F)C(F)(F)F)nc(OC)n1	1.6	-4	-0.1	4	0.45	9	-20	1	0.9
CCOC(=O)Nc1nnc(/C=C/c2ccc(OC)cc2)s1	1.0	-20	1.8	4	-0.33	-28	-8	7	-0.1

(list continues)
SMILES	TNF necrop inh	Mdm2 ligase inh	zVAD death inh	Rad51 HR inh	KCC2 mod	m-calpain inh	EBV gp42 inh	eIF4E-4G inh	PERK inhibitor
C=CCc1c(C)[nH]c(=S)c(C#N)c1C	-1.7	4	-0.3	-7	0.53	26	-12	29	-1.7
CC1Cc2ccccc2N1S(=O)(=O)c1ccc2c(c1)n(C)c(=O)c(=O)n2C (configuration not stated)	-0.3	-15	-0.3	0	0.0044	-33	-17	-6	-0.3
CC(=O)OC1COC(N2CCc3cc([N+](=O)[O-])ccc32)C(OC(C)=O)C1OC(C)=O (configuration not stated)	-0.9	-8	-0.1	-1	0.29	-12	-14	2	1.6
CN(C)N1C(=O)CC(NNC(=O)c2ccncc2)C1=O (configuration not stated)	2.1	-2	0.1	-2	-0.11	0	-24	-4	0.5
CCn1c(SCc2nc3scc(-c4ccccc4)c3c(=O)[nH]2)nnc1-c1cccs1	1.2	-14	1.5	-16	-1.8	-16	-10	0[fluorescence artefact?]	-0.7
O=C(N/N=C/c1cn(-c2ccccc2)nc1-c1cccnc1)c1ccccc1	-3.1	-24	2.3	-11	-1	12	-10	-2	0.0
O=[N+]([O-])c1ccc(N(c2ccccc2)c2ccccc2)cc1	-6.3	8	0.7	-15	2	11	7	1	0.8
Nc1nonc1-n1nnc(C(=O)N/N=C/c2ccc(OCc3ccc(F)cc3)cc2)c1COc1ccccc1	-0.3	·	-0.9	2	0	-36	-11	4	-0.3
O=C1S/C(=C/c2ccc(N3CCOCC3)o2)C(=O)N1Cc1ccc(F)cc1	-0.8	·	-0.2	-80	·	13	-39	-13[fluorescence artefact?]	0.8
COc1ccc(-c2csc(Nc3ccc(S(N)(=O)=O)cc3)n2)cc1	-5.0	4	0.5	-7	-2.2	25	-2	13[fluorescence artefact?]	-0.1
O=C(NCc1cccs1)C1CCN(S(=O)(=O)N2CCCC2)CC1	0.9	-14	0.2	7	0.54	11	9	5	1.4
O=C(CC(C(=O)O)c1ccc(Cl)cc1)c1ccccc1 (configuration not stated)	0.0	6	1.5	7	-0.24	-32	6	-6	0.4
c1ccc(CN=C2Nc3ccccc3CS2)nc1	1.0	-17	0.5	-4	0.043	-16	8	0	0.6
O=C(CN1CCN(S(=O)(=O)c2ccccc2)CC1)NC(=O)NC1CCCCC1	1.2	-17	0.0	6	0.8	4	-31	1	-0.6
O=C(CNC(=O)c1cccc(Cl)c1)N/N=C/C=C/c1ccccc1	2.3	13	0.8	4	-2.2	-4	2	20[fluorescence artefact?]	0.2
CCOC(=O)c1c(O)cc(C)[nH]c1=O	0.2&2.0	·	0.2&0.2	-26	0.78&1.4	-2&20	-5&-26	-5&0	1.0&1.8
CCOC(=O)/C=c1\s/c(=C(\C#N)C(=O)NC)n(-c2ccccc2)c1=O	-2.4	-10	0.4	-1	0.57	-17	-23	1[fluorescence artefact?]	1.0
CCOc1cc(-c2c(C#N)c(N)nc3c2CCc2ccccc2-3)ccc1O	-5.3	-13	5.7	6	0.44	-88	9	7	-1.2
O=C(CSc1nnc(-c2ccco2)n1Cc1ccccc1)c1ccc(F)cc1	1.6	-4	0.8	-1	-6.1*	18	5	-1	-1.4
COc1ccc(OCc2nnc(SCC(=O)N3c4ccccc4Sc4ccc(Cl)cc43)o2)cc1	-5.7	-22	-0.1	2	-0.62	24	-2	0	-0.7
COc1cccc(CC(NC(C)=O)C(=O)NC2CCN(S(=O)(=O)c3ccc4ccccc4c3)CC2)c1 (configuration not stated)	-4.0	-1	0.4	0	-0.34	-45	-2	-1	-0.1
O=C(NC(Cc1ccccc1)c1ccc2c(c1)OCCCO2)c1ccc(F)cc1 (configuration not stated)	-1.1	-2	-1.3	2	-1	41	-15	4	-1.6
CC(C)(C)NC(=S)NCCc1ccccc1	1.0	-11	0.5	-5	-0.056	6	-27	-1	0.5
COC(=O)c1ccc(C2C(C#N)=C(N)Oc3cc(C)n(C)c(=O)c32)cc1 (configuration not stated)	-0.5	-14	1.0	0	-0.0096	13	-17	0	0.5
Clc1cc(Sc2ccc(Br)cc2)nnc1-c1ccccc1	-1.3	9	-0.2	6	-3	5	-16	1[fluorescence artefact?]	0.1
COc1ccc(-c2cc(C(=O)Nc3ccccc3)on2)cc1	0.0	-44	0.6	-118	0.99	-4	-14	0	-0.2
CC(C)CN1CCNC(=O)C1CC(=O)NCc1cnn(-c2cccc(F)c2)c1 (configuration not stated)	-0.2	-4	0.9	·	·	-17	-8	3	0.5
C=CCN(CC=C)S(=O)(=O)c1ccc(F)cc1	-1.2	2	0.4	1	0.024	16	-15	0	-0.3
C/C(=N\NC(=O)COc1ccccc1-c1ccccc1)c1cccnc1	-1.0	-18	-1.1	-5	-1.2	8	0	0	-0.7
Cc1oc(-c2ccc(Cl)cc2)nc1CS(=O)CC(=O)NCc1cccs1 (configuration not stated)	-0.8	-1	0.4	5	-3.6*	-17	-1	-2	0.0
C(=C\c1nc(-c2ccncc2)no1)/c1ccccc1	-0.3	·	0.7	·	-1.4	-10	-1	-1	1.4
COc1cccc2sc(NN)nc12	-0.3	-18	0.5	3	0.79	-20	7	-2	-0.6
O=C(c1ccccc1F)N1CCN(Cc2cccc(Cl)c2)CC1	0.1	-21	-0.5	5	0.65	9	-7	8	0.3
O=C(Nc1nc2ccc(Cl)cc2s1)c1ccc(Br)o1	-1.0	-8	2.5	1	1.1	-39	-26	-2	0.5
CC(NC(=O)Nc1ccc(Cl)cc1)C(c1cccs1)N1CCOCC1 (configuration not stated)	1.8	-19	3.6	0	·	-3	-12	-18[fluorescence artefact?]	0.3
O=C(Nc1nccs1)c1cc(S(=O)(=O)N2CCCCC2)ccc1Cl	2.1	-9	0.7	13	-0.038	-21	-15	9[fluorescence artefact?]	0.3
O=C(Nc1ccc(Br)cc1)c1ccccc1CC[N+](=O)[O-]	1.5	-11	-0.3	7	·	-48	-15	1	-0.3
COc1ccccc1-c1ccc(Nc2ccc(C(=O)N3CCOCC3)cc2)nn1	-0.8	3	-0.5	-5	0.2	-1	-1	2[fluorescence artefact?]	-0.1
C/C(=N\NC(=O)c1cc(C)oc1C)c1ccc2c(c1)OCO2	-0.6	-14	0.9	·	0.49	13	-5	-1	1.2
CCOC(=O)NC(NCCc1ccccc1)(C(F)(F)F)C(F)(F)F	-1.4	-22	-0.4	1	-0.14	-3	-5	10	-0.3
OCCCN1CCN(CCCOc2ccccc2-c2ccccc2)CC1	3.4	-4	0.5	-5	-0.58	-2	-14	-4	-0.9
O=S(=O)(Nc1cc(C(F)(F)F)ccc1N1CCOCC1)c1ccccc1	-1.0	-10	-0.2	·	0.07	-15	-3	1	0.3
c1ccc(OCc2nnnn2-c2ccccc2)cc1	0.5	-8	0.2	0	-0.047	14	-15	3	1.1
O=C(NC1CCc2ccccc21)c1cc(COc2ccc(F)cc2Cl)on1 (configuration not stated)	0.4	5	8.1	0	-0.34	-10	-3	-4	0.6
O=C(c1ccc(F)cc1)N(Cc1ccccc1)C1CCS(=O)(=O)C1 (configuration not stated)	-1.8	-12	-0.1	-3	·	5	-22	-4[fluorescence artefact?]	0.4
O=C1CCCC2=C1C(c1ccco1)Nc1ccc3ccccc3c12 (configuration not stated)	-2.6	-14	-0.2	-9	-0.41	i	16	21	0.4
Oc1ccc(/C=N/NC(=S)NC2CC3CCC2C3)cc1 (configuration not stated)	-0.9	1	0.2	2	0.44	44	6	6	-0.7
S=c1[nH]nc(COc2ccccc2)n1/N=C/C=C/c1ccco1	3.1	-2	1.3	·	16*	-10	-2	-2	2.0
CCOC(=O)CC(=O)CSc1nc(-c2ccccc2)cc(-c2ccc(Cl)cc2)c1C#N	-2.5	-4	-0.4	-13	·	-56	-26	-1	0.7
CCNC(=O)NC(=O)C(C)OC(=O)c1ccc(-n2nc(SC)sc2=S)cc1 (configuration not stated)	3.5	-10	82*	-5	-0.047	7	0	-4	0.1

Continuation.
SMILES	TNF necrop inh	Mdm2 ligase inh	zVAD death inh	Rad51 HR inh	KCC2 mod	m-calpain inh	EBV gp42 inh	eIF4E-4G inh	PERK inhibitor
COc1ccc(Nc2sc(C(=O)c3ccc(Cl)cc3)c(N)c2C(=O)Nc2ccccc2OC)cc1	-6.7	·	-0.7	1	0.35	-253	-4	8	-0.3
CCNCc1nc2cc(OC)c(OC)cc2c(=O)[nH]1	0.4	-21	-0.8	-3	1.4	8	-6	-4	0.1
N#Cc1sc2nc(-c3cccs3)cc(-c3ccc(Cl)cc3)c2c1N	-0.5	-3	-0.2	0	0.56	-220	-32	1	-0.5
O=C(c1ccc(Cl)cc1Cl)N1CCSCC1	5.6	-6	2.5	11	0.59	-4	-2	4	0.1
CCSC1=N/C(=C\C=C2/Oc3ccccc3N2CC)C(=O)S1	-2.5	·	-0.6	-238	0.029	14	-196	-4	-0.6
Cc1cc(C)n(CCNC(=O)c2cc(COc3c(F)cccc3F)on2)n1	1.1	8	1.6	5	0.22	-27	-22	-2	0.0

KCC2 mod: entries above that show a hit.
smiles	Mdm2 ligase inh	KCC2 mod	m-calpain inh	EBV gp42 inh	eIF4E-4G inh	PERK inhibitor
O=C(CSc1nnc(-c2ccco2)n1Cc1ccccc1)c1ccc(F)cc1	-4	-6.1*	18	5	-1	-1.4
Cc1oc(-c2ccc(Cl)cc2)nc1CS(=O)CC(=O)NCc1cccs1 (configuration not stated)	-1	-3.6*	-17	-1	-2	0.0
S=c1[nH]nc(COc2ccccc2)n1/N=C/C=C/c1ccco1	-2	16*	-10	-2	-2	2.0
